STK33 kinase inh: blocks human STK33 kinase activity; inhibition, % at 10 µM; purified STK33, MBP phosphorylation, ADP-Glo luminescence; Q9BYT3; 320,000 compounds, 0.073% hits;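 active = inhibition at or above 25%, using the most active replicate where run in duplicate; inactive = inhibition below 25%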
KCNQ2 block: KCNQ2 potassium channel inhibitors, primary screen, cell-based, CHO-K1, FluxOR thallium flux, B-score (AID 2156); 20 min; hits give low values; B-score at 10 µM; 310,000 compounds, 1.1% hits;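 active = fluorescence ratio B-score at most minus 3 library SDs, with starting brightness B-score within 2 library SDs, cut at about -5.5 in these data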
Target sequence (O88943 whole entry, looked up): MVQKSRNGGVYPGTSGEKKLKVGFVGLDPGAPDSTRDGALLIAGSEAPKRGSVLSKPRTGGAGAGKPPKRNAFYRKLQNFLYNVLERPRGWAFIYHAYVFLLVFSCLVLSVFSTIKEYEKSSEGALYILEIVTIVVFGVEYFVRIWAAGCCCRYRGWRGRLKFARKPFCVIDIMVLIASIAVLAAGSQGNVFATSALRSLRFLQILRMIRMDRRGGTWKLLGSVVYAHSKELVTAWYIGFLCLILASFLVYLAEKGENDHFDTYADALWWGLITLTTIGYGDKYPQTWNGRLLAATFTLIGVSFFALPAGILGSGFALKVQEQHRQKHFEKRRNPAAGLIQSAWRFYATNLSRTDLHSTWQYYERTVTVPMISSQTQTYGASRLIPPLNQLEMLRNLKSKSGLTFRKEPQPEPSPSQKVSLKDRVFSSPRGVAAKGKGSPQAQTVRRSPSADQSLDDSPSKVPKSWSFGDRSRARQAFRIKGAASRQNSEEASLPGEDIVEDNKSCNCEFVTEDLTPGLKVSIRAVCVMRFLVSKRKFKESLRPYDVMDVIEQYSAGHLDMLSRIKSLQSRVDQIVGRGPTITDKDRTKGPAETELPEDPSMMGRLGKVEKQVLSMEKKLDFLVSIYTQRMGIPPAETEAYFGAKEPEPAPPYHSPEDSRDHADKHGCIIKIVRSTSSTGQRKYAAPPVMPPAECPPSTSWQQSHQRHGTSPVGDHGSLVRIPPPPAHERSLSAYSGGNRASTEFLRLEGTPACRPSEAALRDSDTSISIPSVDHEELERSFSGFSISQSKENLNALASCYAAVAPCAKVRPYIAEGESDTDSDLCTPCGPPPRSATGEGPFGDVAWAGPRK
Kir21 block: blocks the mouse Kir2.1 inward-rectifier potassium channel; P35561; HEK293-Kir2.1, FluxOR thallium flux fluorescence; hits give low values; B-score at 10 µM; 310,000 compounds, 0.85% hits; AID 1672;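 active = fluorescence ratio B-score at or below minus 3 SD of library scores, with starting-brightness B-score within 2 SD, cut at about -4.2 in these data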;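 note: channel flux triggered by added potassium and thallium sulfate stimulus; B-score of peak minus minimum fluorescence over baseline after thallium stimulus; more negative B-score means stronger Kir2.1 block with less thallium influx; some compounds called inactive have numbers as strong as hits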
Starred values were filed as active, the others as inactive; i = inactive; / = not tested or not shown.

SMILES	STK33 kinase inh	KCNQ2 block	Kir21 block
CCCCOC(=O)C1=C(C)Nc2nnnn2C1c1ccc(OC)c(OC)c1OC (configuration not stated)	0.6	i	-0.81
CCOC(=O)c1c(CCl)nc2ccccc2c1-c1ccccc1	-0.5	i	-1.8
CCN(C(=S)Nc1ccccc1F)C1CCCCC1	0.4	i	0.05
O=C(Nc1ncccc1O)c1c(O)c2ccccc2[nH]c1=O	-0.9	i	-0.9
C(=N\Nc1nc2ccccc2[nH]1)/c1c[nH]c2ccccc12	16	i	-0.22
COc1cc(/C=N/NC(=O)c2ccncc2)cc(OC)c1OC	-1.6	i	-0.12
CC(=O)c1sc(C(C)(C)C)cc1NC(=O)/C=C/C(=O)O	-2.6	i	-0.08
O=C(Nc1cccc(C(=O)Nc2ccc(Br)cc2)c1)c1ccccc1	-2.8	i	-0.42
O=C(OCCN1CCCCC1)c1ccccc1Cl	-0.9	i	-1.3
O=C(Cn1cnc2ccccc2c1=O)NCCC(=O)N1CCN(Cc2ccccc2)CC1	0.3	i	0.38
CC(C)NC(=O)Cn1cc(C(=O)C2CC2)c2ccccc21	0.8	i	0.92
O=C(Nc1ccc(Cn2cccn2)cc1)c1ccc(COc2ccccc2Br)cc1	-2.5	i	0.66
CC1CCCCC1NC(=O)CN1C(=O)c2ccccc2S1(=O)=O (configuration not stated)	-0.4	i	-1
Cn1cccc1/C=N\NC(=O)C1COc2ccccc2O1 (configuration not stated)	-1.0	i	1.1
CC(C)CC(NC(=O)OC(C)(C)C)C(=O)NCc1ccccc1 (configuration not stated)	0.2	i	1.3
Nn1c(SCC(=O)NC2CCCC2)nnc1-c1ccccc1F	-2.0	i	-1.6
Cc1ccc(Oc2nc(-c3ccccc3)ncc2S(C)(=O)=O)cc1	-1.2	i	0
O=C(CSc1nnc2scc(-c3ccccc3)n12)NCc1ccco1	-1.4	i	0.19
CC(C)=N/N=C(\N)SCc1ccccc1	0.2	i	1.1
COc1cc(C(=O)NCCOc2cc(C)cc(C)c2)cc(OC)c1OC	-0.3	i	1
Cc1ccc(Cn2nnc(C(=O)Nc3cccc(C)c3C)c2N)cc1	-1.5	i	-0.99
O=C(c1ccc(F)cc1F)N1CCCc2ccccc21	-1.1	i	-3.7
CC1CCN(C(=O)/C(=C/c2ccccc2Cl)c2ccccc2)CC1	-1.8	-7.5*	-0.64
Nc1nnc(CC(c2ccccc2)c2ccccc2)s1	-1.3	i	-1.5
CCC(C)N(C(=O)COC(=O)COc1c(C)cc(C)cc1C)C1CCS(=O)(=O)C1 (configuration not stated)	-0.8	i	0.45
Cc1nnc(NC(=O)c2cc(-c3ccncc3)nc3c(C)cccc23)s1	-0.3	i	0.49
CCCCCC(=O)NNC1CC(=O)N(c2cccc(OCC)c2)C1=O (configuration not stated)	-0.2	i	-0.62
CCCn1cc(CN2CCC(Cc3cccc(F)c3)(C(=O)OCC)CC2)c(C)n1	-0.8	i	-0.71
O=C(NCCC1=CCCCC1)C1CCCN(S(=O)(=O)c2ccccc2)C1 (configuration not stated)	-1.6	i	2
CC1(C)C2CC[C@]3(C)C(CC=C4[C@@H]5C[C@@](C)(CO)[C@@H](O)C[C@]5(C(=O)O)CC[C@]43C)[C@@]2(C)CC[C@@H]1O (some centres not stated)	-2.1	i	0.01
CC(=O)c1ccc(C(=O)N2CCCC(Nc3ccc(C(C)C)cc3)C2)s1 (configuration not stated)	-0.8	i	-0.17
Cn1c(CN2CCOCC2)nnc1SCc1cccc(F)c1	-1.1	i	2.3
CC1CCN(S(=O)(=O)c2ccc(NC(=O)c3cccs3)cc2)CC1	-0.5	i	-2.2
COC(=O)[C@H](CC(C)C)NC(=O)Nc1cccc(Br)c1	-1.0	i	0.14
CC(=O)COC(=O)C1=NN(c2ccccc2)C(=O)CC1	-0.1	i	0
Nn1c(Cc2ccccc2)n[nH]c1=S	-1.2	i	-1.1
COc1ccc2c(c1)N(C(=O)CN1C(=O)C3CCCCC3C1=O)C(C)(C)C=C2C (configuration not stated)	-0.9	i	0
CCOC(=O)N1CCC(=NNc2ccnc3cc(Cl)ccc23)CC1	-1.9	i	-0.66
CC(C)(C)N(NC(=O)Nc1ccc(Cl)c(Cl)c1)C(=O)c1ccccc1	-0.6	i	0.18
COc1ccc(S(=O)(=O)N(C)C)cc1NS(=O)(=O)c1ccc(F)c(F)c1F	-0.5	i	-2.6
CCN(CC)S(=O)(=O)c1ccc(C(=O)NCCc2cc3c(OC)ccc(OC)c3[nH]c2=O)cc1	-0.1	i	1.9
O=C(C[n+]1cccc(CNC(=O)c2ccc(OC(F)F)cc2)c1)Nc1cccc(C(F)(F)F)c1	-1.0	i	0.3
COc1ccc(C(=O)n2cnc3ccccc32)cc1	-1.6	i	0.07
Cc1cccc2sc(NC(=O)C3CCN(C(=O)c4ccco4)CC3)nc12	-1.8	i	1.1
O=C(COC(=O)Cc1ccc(Cl)cc1Cl)Nc1ccccc1OC(F)F	-1.7	i	0.63
COC(=O)c1ccc(/C=C(/NC(=O)c2ccccc2)C(=O)N2CCOCC2)cc1	1.1	i	-0.67
O=C(NCc1cccnc1)C1CC2c3ccccc3C1c1ccccc12 (configuration not stated)	-1.5	i	-0.27
Fc1ccc(-c2ccnc3nc(-n4cccc4)nn23)cc1	-0.7	i	-0.11
O=C(OCc1cccc([N+](=O)[O-])c1)c1cccnc1	-0.6	i	1.5
c1ccc2c(c1)NC1(CCCCC1)n1c-2nc2ccccc21	1.9	i	-1
CCC1(C)CC(CCN(Cc2ccco2)C(C)=O)(c2ccccc2)CCO1 (configuration not stated)	-1.9	i	-1.4
CCN(CC)S(=O)(=O)c1cc(NC(=O)Cn2ncc(Cl)c(Cl)c2=O)ccc1C	-0.1	i	1.6
Cc1ccc(Nc2nc(=O)[nH]nc2C)cc1	-1.0	i	-0.09
CCN(CC)S(=O)(=O)c1ccc(N2C(=O)Nc3ccccc3N2O)cc1	-3.7	i	0.15
COC1=C(Nc2ccc(C)cc2)C(=O)c2ccccc2C1=O	1.0	i	2.6
CCOc1ccc(N2C(=O)CC(NC3CCN(C(=O)c4cccs4)CC3)C2=O)cc1 (configuration not stated)	-0.9	i	-2.2
CCOC(=O)C(C(=O)Nc1cccc(C)c1)C1CCCCC1 (configuration not stated)	-1.3	i	0.49
O=C(Cn1nc(Cc2cccnc2)c2ccccc2c1=O)Nc1cc(F)ccc1F	0.1	i	-0.06
COc1cccc(NC(=O)CCN2C(=O)C3CC=CCC3C2=O)c1 (configuration not stated)	-1.3	i	0.45
C[C@H](N=C1NS(=O)(=O)c2ccccc21)C(=O)OCc1cc([N+](=O)[O-])cc2c1OCOC2	0.0	i	-0.01

Next section (four carried over from the part before).
SMILES	STK33 kinase inh	KCNQ2 block	Kir21 block
CCOC(=O)C(C(=O)Nc1cccc(C)c1)C1CCCCC1 (configuration not stated)	-1.3	i	0.49
O=C(Cn1nc(Cc2cccnc2)c2ccccc2c1=O)Nc1cc(F)ccc1F	0.1	i	-0.06
COc1cccc(NC(=O)CCN2C(=O)C3CC=CCC3C2=O)c1 (configuration not stated)	-1.3	i	0.45
C[C@H](N=C1NS(=O)(=O)c2ccccc21)C(=O)OCc1cc([N+](=O)[O-])cc2c1OCOC2	0.0	i	-0.01
C=CCOc1cccc(/C=N/NC(=O)CN(c2cc(Cl)ccc2OC)S(=O)(=O)c2ccc(C)c([N+](=O)[O-])c2)c1	-0.3	i	-0.47
COc1cc(/C=N\n2cnnc2)ccc1OCC(=O)Nc1ccc(C)cc1	1.3	i	0.31
C/C(=N\NC(=O)c1nc2ccccn2c1C)c1ccco1	-0.6	i	0.49
CC(C)(C)c1ccc(/C=C2\SC(=O)N(CCNC(=O)c3cccc(S(=O)(=O)N4CCOCC4)c3)C2=O)cc1	0.0	i	-0.02
CCCCCCCCn1c2c(c(=N)c3ccccc31)CCC2	/	-5.7*	-15*
CCOC(=O)C1=C(C)N(CCCC(=O)O)C(=O)NC1c1ccc(Cl)cc1Cl (configuration not stated)	-2.0	i	1
Cc1ccc(S(=O)(=O)NCCN(CCNS(=O)(=O)c2ccc(C)cc2)S(C)(=O)=O)cc1	0.1	i	-1
COc1ccc(S(=O)(=O)N2CCCCC2)cc1N(C)S(=O)(=O)c1ccccc1	-1.2	i	-1.2
COC(=O)N/N=C(\C)c1ccc(C)c([N+](=O)[O-])c1	-0.5	i	1.3
CCCCCCOc1ccc(N2C(=O)CC(N3CCN(C(=O)c4ccco4)CC3)C2=O)cc1 (configuration not stated)	-0.2	i	0.08
CCOCCCNC(=O)c1oc2ccc(S(=O)(=O)N3CCOCC3)cc2c1C	-2.2	i	0.92
CC(Oc1ccccc1Cl)c1nnc(N)s1 (configuration not stated)	0.2	i	-0.29
C=CCN1C(=O)c2ccccc2NC1c1ccc(Br)s1 (configuration not stated)	-1.4	i	-3.8
COc1cc(C2NC(=S)NC(c3ccccc3)=C2C(C)=O)cc(Cl)c1OCC(=O)O (configuration not stated)	-0.2	i	-0.66
Cc1cccc(C(=O)N2CCC(Cc3ccccc3)CC2)c1[N+](=O)[O-]	0.4	i	0.02
CC(OC(=O)CNC(=O)C12CC3CC(CC(C3)C1)C2)C(=O)Nc1ccc(S(N)(=O)=O)cc1 (configuration not stated)	0.4	i	-0.84
Cc1ccc(C(=O)NNC(=O)c2cccc(S(=O)(=O)N3CCN(c4ccccc4)CC3)c2)cc1	-3.6	i	-1.6
Cc1nnc(SCC(=O)Nc2sccc2C(N)=O)n1Cc1ccccc1	-1.5	i	-0.06
COc1ccccc1NC(=O)C(CC(C)C)NC(=O)C1CCCCC1 (configuration not stated)	1.8	i	-2.7
CC(=O)Nc1ccc(S(=O)(=O)Nc2cc(C)c(-n3nc4ccccc4n3)cc2O)cc1	-1.7	i	-0.91
Cc1ccc(NC(=O)CC(=O)Nc2ccc(C)cc2C)c(C)c1	-4.0	i	-0.41
COc1ccc(C2(C)NC(=O)N(CC(=O)c3ccc4c(c3)OCO4)C2=O)cc1 (configuration not stated)	-0.5	i	0.52
CCNC(=S)Nc1scc(-c2ccccc2)c1C(=O)OCC	-0.2	i	0.29
COCCn1c(Sc2nc(C)cs2)nc2c1c(=O)[nH]c(=O)n2C	/	i	0
CC(C)CCNC(=O)C1CCC(=O)N1C(C)C (configuration not stated)	0.1	i	-0.44
COc1cc(NC(=O)C2CCN(S(=O)(=O)c3cccc4nonc34)CC2)cc(OC)c1	-0.5	i	-0.34
Cc1cc(C)n2c(SCC(=O)NC3CCCCC3C)nnc2n1 (configuration not stated)	-0.8	i	0.63
Cc1cccc(C)c1NC(=O)CCCSc1nnnn1C	-1.4	i	0.47
O=C(CSc1nnnn1C1CCCC1)Nc1cccc(NC(=O)c2ccco2)c1	0.3	i	-1.8
CCCCCN1CSC(=S)N(Cc2ccccc2)C1	-1.5	i	0.17
CCC(=NCc1ccco1)c1c(C(F)(F)F)[nH]n(-c2nc3ccccc3s2)c1=O	-0.4	i	2
Cc1[nH]c2ccccc2c1Cc1n[nH]c(=S)n1C	-0.8	i	-1.1
CCOC(=O)CSc1nc(C(C)C)nc2ccccc12	0.2	i	-2.8
Cc1occc1C(=O)N=Nc1c(O)[nH]c2ccc(Br)cc12	-0.4	i	2
CCOc1ccc(N(CC(=O)Nc2ccc(C)c(C)c2)S(=O)(=O)c2c(C)noc2C)cc1	0.4	i	-0.14
COc1cc(OC)cc(C(=O)N2CCC(n3c(C)nc4cc(F)ccc43)CC2)c1	-0.1	i	0.63
O=[N+]([O-])c1cccc(/C=N/N=C\c2ccccc2)c1	-1.4	i	2.3
CCCCNc1c(N2CCN(C(=O)OCC)CC2)c(=O)c1=O	0.4	i	0.82
Nc1nnc(Cc2ccccc2)s1	-1.4	i	0.04
O=C(CCCOc1ccc(Br)cc1)NNC(=O)c1ccncc1	-3.0	i	0
NC(=O)c1cnn2c(-c3cccc(C(F)(F)F)c3)ccnc12	-2.3	i	0.62
Cc1cc(C(=O)COc2ccccc2[N+](=O)[O-])c(C)n1-c1cccc(S(=O)(=O)N2CCOCC2)c1	-2.9	i	0.06
CC(CC(=O)NCc1ccc(F)cc1)c1ccccc1 (configuration not stated)	0.1	i	-1.3
CCOC(=O)C1=C(C)C(c2ccccc2OC)NC(=S)N1 (configuration not stated)	-0.6	i	0.27
O=C1CN(C(=S)Nc2ccc(OC(F)F)cc2)CCN1	0.3	i	-1.4
CCOc1cc(/C=C(/C#N)C(=O)Nc2ccc(O)cc2)cc(Br)c1O	21	i	-0.64
COc1cccc(NC(=O)CN(C)C(=O)c2cc(-c3ccco3)nc3ccccc23)c1	/	i	1
CC(=O)N[C@@H](Cc1c[nH]c2ccccc12)C(=O)NCCc1ccc(S(N)(=O)=O)cc1	-1.6	i	1.5
Cc1ccccc1NCC(=O)N/N=C/c1c[nH]c2ccccc12	1.3	i	-1.2

Taken from above.
C(=N\Nc1nc2ccccc2[nH]1)/c1c[nH]c2ccccc12 in STK33 kinase inh: 16
CC(CC(=O)NCc1ccc(F)cc1)c1ccccc1 (configuration not stated) in Kir21 block: -1.3
CCN(CC)S(=O)(=O)c1cc(NC(=O)Cn2ncc(Cl)c(Cl)c2=O)ccc1C in STK33 kinase inh: -0.1
COc1ccccc1NC(=O)C(CC(C)C)NC(=O)C1CCCCC1 (configuration not stated) in Kir21 block: -2.7
CC(=O)N[C@@H](Cc1c[nH]c2ccccc12)C(=O)NCCc1ccc(S(N)(=O)=O)cc1 in STK33 kinase inh: -1.6
O=C(CSc1nnnn1C1CCCC1)Nc1cccc(NC(=O)c2ccco2)c1 in STK33 kinase inh: 0.3
CC1CCN(C(=O)/C(=C/c2ccccc2Cl)c2ccccc2)CC1 in Kir21 block: -0.64

Screening results from PubChem BioAssay.
